PG9 Ab binder – small molecules binding HIV-1 gp120 antibody PG9. TR-FRET gp120-PG9 antibody binding. inhibition, % at 6.7 µM. hit rate 0.43% among 360,000. AID 624416; in the data active = inhibition above about 8.5%
Rev-erbA mod – modulators of human Rev-erb alpha DNA binding | AID 1259318 | P20393 | Rev-erbα–FITC-DNA binding, fluorescence polarization, 90 min | hit rate 0.79% among 370,000 | activity, % at 10 µM;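 active = activity above about 14%, limit read from the data; passing the limit was not always enough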;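 also: 0% = DMSO wells with 35 nM protein and 100% = DMSO wells with 750 nM protein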
Target sequence (P20393 whole entry, looked up): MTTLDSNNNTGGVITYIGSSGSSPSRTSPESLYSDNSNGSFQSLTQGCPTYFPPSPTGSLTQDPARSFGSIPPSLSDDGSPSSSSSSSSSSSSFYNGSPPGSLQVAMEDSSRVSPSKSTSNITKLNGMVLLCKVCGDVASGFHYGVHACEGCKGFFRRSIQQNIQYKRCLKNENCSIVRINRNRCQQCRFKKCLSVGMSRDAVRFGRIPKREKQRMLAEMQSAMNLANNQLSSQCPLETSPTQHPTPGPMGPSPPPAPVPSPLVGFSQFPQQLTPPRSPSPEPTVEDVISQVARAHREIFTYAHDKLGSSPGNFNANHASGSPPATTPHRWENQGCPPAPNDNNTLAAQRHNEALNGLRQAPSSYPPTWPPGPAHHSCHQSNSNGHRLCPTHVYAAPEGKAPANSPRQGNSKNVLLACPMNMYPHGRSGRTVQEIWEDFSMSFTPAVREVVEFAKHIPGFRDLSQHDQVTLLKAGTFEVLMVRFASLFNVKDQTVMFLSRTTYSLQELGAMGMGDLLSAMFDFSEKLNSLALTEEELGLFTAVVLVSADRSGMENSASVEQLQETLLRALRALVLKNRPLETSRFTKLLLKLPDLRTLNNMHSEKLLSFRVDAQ
HTRA1 inhibitor – HTRA1 (human) protease inhibition | recombinant HTRA1, FP-rhodamine activity-based probe, fluorescence polarization | Q92743 | inhibition, % at 5.96 µM | hit rate 0.5% among 340,000 | AID 504803; in the data active = inhibition above about 36%;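 also: 0% = enzyme with DMSO and 100% = wells lacking enzyme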
SIAE inh – human SIAE inhibition, primary screen | Q9HAT2 | SIAE FP-Rh probe binding, fluorescence polarization | inhibition, % at 9.66 µM | hit rate 0.69% among 370,000 | AID 1053197;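 active = inhibition above a cutoff: mean of compounds within the control limits plus 3 SD of those, cut at about 17% in these data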;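 also: 0% = plate median of compound wells and 100% = probe without SIAE protein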
mABHD4 FP – inhibitors of mouse ABHD4; Q8VD66; purified mABHD4, FP-Rh probe fluorescence polarization; inhibition, % at 8.92 µM; hit rate 0.54% among 370,000;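 active = inhibition exceeding the mean over every tested compound plus 3 SD, cut at about 30% in these data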;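 also: 0% = plate median of compound wells and 100% = S159A mutant with DMSO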
Target sequence (Q8VD66 whole entry, looked up): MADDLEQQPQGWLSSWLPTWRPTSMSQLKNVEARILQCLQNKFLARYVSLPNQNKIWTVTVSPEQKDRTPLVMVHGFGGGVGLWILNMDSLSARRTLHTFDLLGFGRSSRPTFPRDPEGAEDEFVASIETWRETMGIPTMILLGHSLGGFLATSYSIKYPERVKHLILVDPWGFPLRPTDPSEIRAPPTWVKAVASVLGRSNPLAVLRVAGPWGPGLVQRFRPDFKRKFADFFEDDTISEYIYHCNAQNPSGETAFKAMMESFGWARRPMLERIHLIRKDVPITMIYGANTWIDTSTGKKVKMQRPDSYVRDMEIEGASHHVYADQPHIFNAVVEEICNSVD
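system = mouse ABHD4 enzyme, wild type | medium = HEPES pH 7.0, NaCl, Pluronic buffer | also added = FP-Rh probe | incubation = Enzyme–compound pre-incubation 45 min, then probe 60 min, both 25 °C | technique = fluorescence polarization, excitation 525 nm, emission 598 nm, BODIPY TMR filters | controls = S159A mutant high control, sample median low control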
PRMT1 inh – PRMT1 (human) inhibition, primary screen; recombinant PRMT1, activity-based probe fluorescence polarization; inhibition, % at 2.79 µM; hit rate 1.3% among 370,000;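 active = inhibition above about 21% made by adding two undisclosed values, limit read from the data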
TDP2 absorb – blocks human TDP2 phosphodiesterase activity; O95551; recombinant TDP2, T5PNP hydrolysis, p-nitrophenol absorbance 415 nm; inhibition, % at 12.8 µM; hit rate 0.34% among 370,000;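 active = inhibition above the mean of all tested compounds plus 3 SD, set per campaign, cut at about 25% in these data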;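 also: 0% = DMSO with enzyme and 100% = buffer with substrate but no TDP2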
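Incubation: 2 h at 37 °C; Test system: recombinant human TDP2; Quantity: enzyme 120 nM; Read-out basis: percent inhibition; Medium: 50 mM Tris-HCl pH 7.5 with Mg2+, KCl, DTT, BSA; Repeats: single replicate; Compound: 12.8 µM single point, 1% DMSO; Signal: epi absorbance; Reagent: 5 mM T5PNP chromogenic substrate; Benchmarks: no-enzyme high, DMSO-plus-enzyme low.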
LEDGF integ inh – blocks HIV-1 LEDGF/p75-dependent DNA integration. TR-FRET IN-LEDGF/p75 DNA integration, Eu/Cy5. inhibition, % at 3.7 µM. hit rate 0.64% among 370,000. AID 743269;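 active = inhibition above the screen-wide mean plus 3 SD, cut at about 13% in these data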;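 also: signal is the Cy5 over europium emission ratio at 671 and 618 nm; 0% = plate median of compound wells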
TCR CD3 inh – blocks the human TCR-CD3 interaction; TAMRA-labeled TCR probe fluorescence, biochemical; inhibition, % at 9.4 µM; hit rate 0.37% among 360,000; in the data active = inhibition above about 19%;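 also: recombinant mutant TCR 2C K166C tagged with TAMRA read by polarization; 0% = receptor in buffer alone and 100% = receptor with positive control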
rCAG RNA binder – r(CAG) repeat RNA binding; TO-PRO-1 dye displacement fluorescence; inhibition, % at 3 µM; hit rate 1.3% among 370,000; AID 651821;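 active = inhibition above the plate cutoff, the mean of all test compounds on that plate plus 3 SD, cut at about 35% in these data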;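 also: 0% = DMSO alone and 100% = 100 µM mitoxantrone as full dye displacement; higher means more dye released from RNA so lower well fluorescence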
* hit, by the source's call; · = not tested or not shown. Only part of the results is shown; count on the stated rates, not on these rows.

SMILES	PG9 Ab binder	Rev-erbA mod	HTRA1 inhibitor	SIAE inh	mABHD4 FP	PRMT1 inh	TDP2 absorb	LEDGF integ inh	TCR CD3 inh	rCAG RNA binder
O=C(COc1ccc(Cl)cc1)NC1=NN(c2ccccc2)C(=O)C1	-2.7	1	0	6	18	2	7	1	1	14
COc1ccc(CCc2nc(-c3ccc(-n4cccc4)cc3)no2)cc1	0.3	2	-5	0	-8	-2	-1	-1	3	2
Cc1ccc(-n2nc(C(=O)c3ccccc3)n3c(=O)c(Cc4ccccc4)nnc23)cc1	1.2	4	-16	-10	-2	-3	1	0	5	-1
NC(=O)N=Nc1c(O)[nH]c2ccc([N+](=O)[O-])cc12	-4.1	-1	-1	3	0	-4	-1	2	11	2
Cn1ncc2cc(NC(N)=S)ccc21	-1.6	-5	1	6	0	-5	-6	5	4	2
CCOC(=O)c1c(/N=C/C2=C(O)CCCC2=O)sc2c1CCCC2	-2.9	-2	·	14	9	0	4	0	4	-3
NS(=O)(=O)c1ccc(CCNC/C=C/c2ccccc2)cc1	-2.5	7	0	1	8	3	-2	-2	2	0
COc1ccc(S(=O)(=O)N2CCC(NC(=O)c3ccccc3)CC2)cc1	0.1	-4	3	7	39*	7	2	-4	-6	-5
CCc1cccc2c(=O)c(C(=O)NCCCOC)c[nH]c12	-1.2	0	4	1	2	-4	-7	-3	9	-3
COc1ccc(NC(=O)/C=C/c2ccc(Br)o2)cn1	-2.5	-28	10	-2	4	20	2	2	5	2
COC(=O)Cc1cnc(NC(=O)CSc2nc(C(C)C)cc(=O)[nH]2)s1	-1.1	-3	2	6	2	-4	4	1	-2	2
O=C(NNc1ccc(Cl)cc1)c1sccc1Cl	-0.8	-2	-4	0	7	6	-3	-5	-8	28
O=C(NC(C(=O)c1ccccc1)n1c(=O)cc[nH]c1=S)c1ccccc1 (stereo unspecified)	1.1	-3	-3	6	-1	-4	6	-1	-11	-3
CC1CCCN(C(=O)CSc2nnc3n(C4CCCC4)c(=O)c4ccccc4n23)C1 (stereo unspecified)	-1.6	-9	0	1	1	0	2	1	5	20
CCOC(=O)c1c(C)nsc1NC(=O)C1CCCCC1	-1.4	-1	-5	-7	-1	1	5	3	10	-3
CCc1cccc(C)c1NC(=S)NCc1ccc2[nH]c(C)cc2c1	-1.2	5	29	2	9	8	5	3	-1	14
O=S(=O)(NCCc1cn2ccccc2n1)c1ccc(-c2ccccc2)cc1	1.4	2	-10	4	-2	-2	1	1	-4	0
O=C(NC(=O)c1c(F)cccc1F)O/N=C1\CCCc2occc21	-3.0	-1	1	6	4	-1	-3	-3	0	-2
CCS(=O)(=O)Nc1ccc(C2=NN(C(=O)c3ccco3)C(c3cccc(F)c3)C2)cc1 (stereo unspecified)	2.2	-1	-28	-6	-37	-1	-3	3	0	8
COc1ccc(C(=O)c2cnc(/N=C/N(C)C)s2)cc1	-1.2	-5	2	2	-3	-2	-4	1	0	-1
COc1ccc(NC(=O)c2cccnc2Cl)c(S(=O)(=O)N2CCOCC2)c1	1.0	1	6	-1	3	2	4	-1	5	-2
O=C(COC(=O)c1ccccc1O)Nc1cccnc1Cl	0.8	-3	-3	2	5	1	-5	1	2	1
COC(=O)NNC(=O)COc1ccc2ccccc2c1Br	1.5	-2	-6	2	6	2	0	5	2	4
CCOc1cc(N2CCOCC2)c(OCC)cc1NC(=O)C1=COCCO1	-1.5	7	2	5	-10	-7	3	6	5	-3
O=[N+]([O-])c1cccc(-c2ccc3nnc(SCc4cccnc4)n3n2)c1	0.2	-5	3	-5	2	4	-4	-3	-7	-1
c1ccc2c(-c3nn[nH]n3)cccc2c1	-1.0	4	11	-5	-7	1	-5	4	0	1
O=C1NC(=O)C(CC(=O)N(Cc2cccs2)C2(C(=O)NC3CCCCC3)CCCCC2)N1 (stereo unspecified)	3.0	-3	2	6	-2	-1	1	0	-4	-5
Cc1cccc(NC(=O)CSCC(=O)N(C)Cc2ccc(Cl)c(Cl)c2)c1	0.8	-2	-28	2	-15	1	-4	-7	-7	0
O=C(NNc1ccccc1)C(CCO)C(=O)NNc1ccccc1	-2.3	-5	7	2	5	2	6	1	2	0
Nc1c2nc(-c3ccccc3)[nH]c(=O)c2nc(=O)n1-c1ccccc1	1.9	17	3	-9	1	3	1	-2	-5	5
COc1cc(/C=C2\C(=N)N3N=C(C)SC3=NC2=O)cc(OC)c1OCCOc1ccccc1C	-1.0	1	-19	-6	2	-2	1	1	6	14
C/C(=N\Nc1ccc2nncn2n1)c1cccs1	0.9	-5	9	9	5	-1	4	5	-3	-2
CC(=O)c1ccc(OCC(O)CN2CCN(S(=O)(=O)c3c(C)cc(C)cc3C)CC2)cc1 (stereo unspecified)	-2.1	1	-5	0	9	-4	-11	0	3	-9
FC(F)C(F)(F)Oc1cccc(Nc2nccn3c(-c4cc(C(F)(F)F)cc(C(F)(F)F)c4)cnc23)c1	-4.1	-4	·	-13	7	0	4	-1	-8	3
Cc1nn(C(C)C(=O)NC2C(=O)N3C(C(=O)O)=C(CSc4nnnn4C)CSC23)cc1Cl (stereo unspecified)	0.0	-3	-1	0	3	24*	0	4	-3	5
CCOC(=O)N1CCC(NC(=O)C2CCN(S(=O)(=O)N3CCCC3)CC2)CC1	0.2	-3	6	-5	-3	2	-6	-2	6	-8

By substructure: the entries above containing bromine
SMILES	PG9 Ab binder	Rev-erbA mod	HTRA1 inhibitor	SIAE inh	mABHD4 FP	PRMT1 inh	TDP2 absorb	LEDGF integ inh	TCR CD3 inh	rCAG RNA binder
COc1ccc(NC(=O)/C=C/c2ccc(Br)o2)cn1	-2.5	-28	10	-2	4	20	2	2	5	2
COC(=O)NNC(=O)COc1ccc2ccccc2c1Br	1.5	-2	-6	2	6	2	0	5	2	4

Additional compounds:
SMILES	PG9 Ab binder	Rev-erbA mod	HTRA1 inhibitor	SIAE inh	mABHD4 FP	PRMT1 inh	TDP2 absorb	LEDGF integ inh	TCR CD3 inh	rCAG RNA binder
Oc1ccc(C(=S)N2CCCC2)cc1	1.4	2	2	-2	-5	2	13	0	-2	0
CCOC(=O)CCCCCC(=O)Nc1ccc2c(c1)C(=O)N([C@@H](C)CO)C[C@H](C)[C@H](CN(C)C(=O)c1ccccc1)OCCCC[C@H](C)O2	-0.3	-2	3	11	2	0	8	2	-3	-2
COC(=O)c1sc(-c2ccc(Cl)cc2)cc1NC(=O)/C=C/C(=O)O	-2.0	-4	8	-7	-8	2	-6	4	-2	12
O=C(Cc1ccc(Br)cc1)NCCCn1ccnc1	-2.1	-1	4	-3	3	-2	-14	4	-2	-1
Cc1ccc(-n2c(CCc3nc4ccccc4[nH]3)n[nH]c2=S)cc1	0.8	2	-3	1	-5	-2	9	-1	-3	4
COc1cc(C2Nc3cccc4cccc(c34)N2)cc(OC)c1OC(C)=O	-1.1	2	14	5	20	7	-3	-1	8	29
O=C(Cn1cccc(C(F)(F)F)c1=O)c1ccc(Cl)cc1	-0.2	-8	1	5	3	-2	-1	3	3	-2
Cc1cc(C)c[n+](-c2nc3ccccc3nc2[N-]S(=O)(=O)c2ccc(Br)s2)c1	-3.0	2	1	0	6	19	-7	3	9	-10
O=C(CC1CCCC1)N[C@H](C(=O)N1CCC[C@H]1C(=O)NC1CCCC1)C1CCCCC1	0.4	-2	·	2	0	-1	-13	1	0	0
COc1cc(C(=O)N2CCN(C(=O)c3cccc4ccccc34)CC2)cc(OC)c1OC	-0.2	3	4	2	-3	-5	-4	2	2	-3
O=C(NCc1ccccc1)[C@H]1CCCN1C(=O)[C@H]1CCCN1C(=O)C1CCCCC1	-0.3	0	·	1	-1	-3	0	6	-5	2
CC1(C)C(=O)Nc2ccccc2N1C(=O)COc1cccnc1[N+](=O)[O-]	-1.1	3	5	-3	2	7	-12	-3	4	4
CCC(C)NC(=O)CCCCCn1c(=O)[nH]c2cc(OC)c(OC)cc2c1=O (stereo unspecified)	-0.5	4	-2	11	-2	-1	13	-3	3	-6
COc1ccc(C(=O)Nc2cccnc2)cc1S(=O)(=O)N1CCOCC1	-1.2	-3	1	-1	0	-2	-1	2	0	-2
CCOc1ccc(/C=C/C(=O)C(C(N)=O)=C2SCCS2)cc1	-7.5	-5	7	-1	-3	0	-2	-3	-2	1
Cc1ccc(CN2CCN(CC(=O)N/N=C/c3ccccc3F)CC2)cc1	0.1	-6	4	-7	0	0	-6	0	-2	-9
CC(=O)c1sc2nc(SCC(=O)NCCc3ccccc3)[nH]c(=O)c2c1C	36*	-3	-2	-8	4	4	-6	2	-1	15
COc1ccc2nc(SC(C)C(=O)NC3CCCC3)[nH]c2c1 (stereo unspecified)	-3.3	-6	3	-1	0	-4	6	-2	5	0
COc1ccc(-c2nnc3ccc(SCC(=O)N4CCN(c5ccccc5)CC4)nn23)cc1	-2.6	19	3	0	4	4	2	1	-1	0
C=CCOC(=O)N[C@H](c1cccc(OC)c1)[C@H](C)/C=C/CC(=O)OC	·	1	·	2	-3	-3	0	6	·	2
CN(C(=O)COc1ccccc1)C1CCS(=O)(=O)C1 (stereo unspecified)	0.0	0	2	-1	-3	-1	-3	-2	-2	0
CCC(c1nnc(SCC(=O)N2CC(=O)Nc3ccccc32)n1Cc1ccccc1)N(C)C (stereo unspecified)	-3.4	-6	-1	-2	-8	2	-9	5	-4	-5
Nn1c(C2COc3ccccc3O2)n[nH]c1=S (stereo unspecified)	-0.9	-3	5	4	0	2	7	1	0	-4
CC(Oc1ccccc1)C(=O)NNC(=O)c1cccs1 (stereo unspecified)	-1.8	4	2	-3	3	-10	1	6	1	-3
CCN(CC)C(=S)Nc1ccc2nc3n(c(=O)c2c1)CCCCC3	-0.3	-4	4	-2	6	5	-3	-4	-3	-3
Cc1cc(NC(=O)c2ccc(Cl)c([N+](=O)[O-])c2)no1	-0.9	-5	·	2	3	3	-4	-5	-1	-1
CC(C)(C)OC(=O)NCCCCCc1nnc(SCc2ccc(F)cc2)o1	-0.4	-4	·	3	-1	4	10	-2	-6	-12
CCCn1c(CC)nc([N+](=O)[O-])c1S(=O)(=O)c1ccccc1	-0.8	3	2	0	0	1	-1	-1	1	4
CCCCOP(=O)(OCCCC)C(Nc1ccccc1)c1ccc2c(c1)OCO2 (stereo unspecified)	-0.6	5	-6	-1	8	2	-15	-1	-5	-6
COCCCNC(=O)c1c(NC(=O)C2COc3ccccc3O2)sc2c1CCCC2 (stereo unspecified)	0.1	2	2	0	-2	2	-2	3	-2	2
Cc1[nH]c(SCC(=O)Nc2cc(S(C)(=O)=O)ccc2Cl)nc1Cc1ccccc1	3.3	4	-8	-1	-13	26*	-5	5	-6	10
O=C(COc1ccccc1Cl)NCc1ccccc1	2.3	-6	0	-2	2	1	-1	-3	-3	-5

Pulled by structure from the list above:
SMILES	PG9 Ab binder	Rev-erbA mod	HTRA1 inhibitor	SIAE inh	mABHD4 FP	PRMT1 inh	TDP2 absorb	LEDGF integ inh	TCR CD3 inh	rCAG RNA binder
CC(C)(C)OC(=O)NCCCCCc1nnc(SCc2ccc(F)cc2)o1	-0.4	-4	·	3	-1	4	10	-2	-6	-12
Cc1[nH]c(SCC(=O)Nc2cc(S(C)(=O)=O)ccc2Cl)nc1Cc1ccccc1	3.3	4	-8	-1	-13	26*	-5	5	-6	10
